HSF1 activator: increases HSF-1 driven luciferase reporter signal; NIH3T3-HGL HSF-1 luciferase reporter, MG132, 8 h; 100% = twice DMSO control signal; activation, % at 9 µM; 300,000 tested, 1.7% active;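 active = mean replicate activation of at least 50% with a set share of replicates each reaching 50%; inconclusive = only one of those two conditions met; inactive = mean below 50% and too few replicates reaching it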;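 note: 0% = median of the neutral control wells and 100% = twice that signal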
GSK3B inh: inhibitors of human GSK3beta kinase; P49841; GST-GSK3beta kinase, ADP-Glo luminescence, 60 min; active compounds read low; activity score (negative = inhibition), % at 10 µM; 300,000 tested, 0.038% active;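 active = more than half of replicate wells score below -50%, meaning over 50% inhibition versus plate controls; inconclusive = some replicates but at most half score below -50%; inactive = no replicate scores below -50%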;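 note: 0% = median DMSO wells and -100% = median GW8510 positive control wells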
Target sequence (P49841 whole entry, looked up): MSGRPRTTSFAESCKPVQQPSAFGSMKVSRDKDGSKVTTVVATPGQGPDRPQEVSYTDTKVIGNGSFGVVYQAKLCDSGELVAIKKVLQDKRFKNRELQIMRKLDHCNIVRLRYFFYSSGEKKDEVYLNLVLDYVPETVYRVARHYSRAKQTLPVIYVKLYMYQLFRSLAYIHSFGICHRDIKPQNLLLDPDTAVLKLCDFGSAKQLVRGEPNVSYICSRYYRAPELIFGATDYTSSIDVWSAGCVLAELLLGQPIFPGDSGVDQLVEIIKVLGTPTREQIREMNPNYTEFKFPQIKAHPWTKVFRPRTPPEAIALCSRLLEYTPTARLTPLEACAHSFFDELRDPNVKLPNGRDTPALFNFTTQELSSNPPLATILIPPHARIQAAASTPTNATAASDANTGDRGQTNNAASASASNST
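Assay system: GST-tagged human GSK3beta kinase, cell-free; Input: 1.6 ng GSK3beta; Medium: Tris/MgCl2 kinase buffer; Timing: 60 min enzyme reaction, room temperature; Signal: ADP-Glo luminescence quantifying ADP generated by kinase; Evaluation: score relative to plate controls; Benchmarks: DMSO neutral wells and GW8510 at 20 µM as positive.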
GSK3A inh: human GSK-3 alpha kinase inhibition. ADP-Glo luminescence, 60 min. inhibition, % at 10 µM. 320,000 tested, 0.1% active. AID 2650;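 in the data active = inhibition above about 50%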;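 note: GST-tagged GSK-3 alpha with peptide substrate and 25 µM ATP; 0% = DMSO neutral wells and 100% = GW8510 positive control wells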
Target sequence (P49840 whole entry, looked up): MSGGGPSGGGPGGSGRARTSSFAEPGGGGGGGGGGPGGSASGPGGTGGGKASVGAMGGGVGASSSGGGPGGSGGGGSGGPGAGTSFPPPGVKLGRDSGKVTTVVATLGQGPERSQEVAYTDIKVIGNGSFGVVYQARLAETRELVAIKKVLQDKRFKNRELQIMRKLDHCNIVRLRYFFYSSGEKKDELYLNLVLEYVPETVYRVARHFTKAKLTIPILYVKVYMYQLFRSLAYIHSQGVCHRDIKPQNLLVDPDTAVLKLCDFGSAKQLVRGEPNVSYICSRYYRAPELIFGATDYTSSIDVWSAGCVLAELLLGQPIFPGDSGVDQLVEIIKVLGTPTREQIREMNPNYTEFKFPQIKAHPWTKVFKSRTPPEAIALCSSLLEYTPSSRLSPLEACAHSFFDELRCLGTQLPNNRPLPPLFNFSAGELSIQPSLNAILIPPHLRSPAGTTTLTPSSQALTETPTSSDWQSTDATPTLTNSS
IEC-6 tox: counter-screen for KLF5 inhibitors: cytotoxicity in IEC-6 cells; IEC-6 cytotoxicity, luminescence viability; inhibition, % at 5 µM; 290,000 tested, 0.78% active; in the data active = inhibition above about 22%;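 note: 0% = plate median of test compound wells and 100% = cytotoxic reference compound wells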
HSF1 inhib: HSF1 inhibition | NIH3T3-HGL HSE-luciferase, MG132-induced, luminescence 8 h; active compounds read low | activity change, negative = inhibition, % at 7.5 µM (by protocol) | 300,000 tested, 0.77% active | AID 2098;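 active = more than half of replicate wells show activity change below -50%, luminescence cut by over half; inconclusive = some wells, but at most half, below -50%; inactive = no replicate well below -50%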;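 note: luciferase reports HSF-1 transcriptional activity via heat shock element; 0% = median of DMSO wells and -100% = zero luminescence signal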
Dyrk1A ADPGlo: blocks rat Dyrk1A kinase activity. 310,000 tested, 0.43% active. inhibition, % at 12.5 µM. Q63470. ADP-Glo luminescence, NFATc1 peptide. AID 504441; in the data active = inhibition above about 50%;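 note: plate controls were vehicle with enzyme for no effect and no enzyme for full effect; many of its hits are not listed in these tables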
KLF5 inhibitor: kruppel-like factor 5 inhibition. DLD-1 KLF5 promoter-luciferase reporter, luminescence. inhibition, % at 5 µM. 290,000 tested, 0.23% active. AID 1700;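 active = inhibition above a per-plate limit of that plate's mean compound inhibition plus 3 SD, cut at about 60% in these data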;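 note: 0% = DMSO wells and 100% = LY294002 at 200 µM; higher means less KLF5 promoter-driven luciferase light; inactives centre near -14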
HSP90 refold inh: blocks HSP90-mediated luciferase refolding in reticulocyte lysate; inhibition, % at 5.6 µM; 290,000 tested, 0.91% active; Rabbit reticulocyte lysate, luciferase refolding luminescence, 3 h;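 active = inhibition above the screen-wide mean plus 3 SD, computed separately per campaign, cut at about 16% in these data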;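 note: 0% = DMSO wells and 100% = 60 µM geldanamycin wells; inhibitors lower the luminescence because luciferase stays unfolded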
Platelet DG rel: platelet dense granule release activity; human platelet-rich plasma, SFLLRN dense granule ATP release, luminescence; inhibition, %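 (compounds screened at 7.5 µM in platelet-rich plasma)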; 300,000 tested, 0.22% active;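 active = mean replicate score, as percent of positive control, at or above 50; inconclusive = mean below 50 but at least one replicate at or above 50; inactive = mean and every replicate below 50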
aSyn 5UTR inh: 5' untranslated region of α-synuclein, MLPCN primary screen; inhibition, % (tested at 7.5 µM); alpha-synuclein 5'UTR reporter, inhibitor activity; 300,000 tested, 0.82% active; in the data active = inhibition above about 60%; inconclusive = no clear call, values can overlap the other calls;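 note: H4 neuroglioblastoma cells stably carrying SNCA 5'UTR luciferase fusion; 0% = DMSO wells and 100% = positive control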
The depositor's hits bear a star; ? = inconclusive; . = no result given.

SMILES	HSF1 activator	GSK3B inh	GSK3A inh	IEC-6 tox	HSF1 inhib	Dyrk1A ADPGlo	KLF5 inhibitor	HSP90 refold inh	Platelet DG rel	aSyn 5UTR inh
O=C(Nc1ccc(Cl)cc1C(=O)c1ccccc1)c1ccco1	-6	2	2	-3	-6	17	-13	-2	-1	24
O=c1[nH]c(=O)n(Cc2ccc(F)cc2)c(O)c1C=NCCCN1CCOCC1	11	1	1	-2	-3	-6	-38	-3	-6	2
c1ccc2sc(NC3=NCCN3)nc2c1	7	-2	-3	-3	0	-3	-26	-2	-7	-103
COc1ccccc1-n1c(CNCC2CCCO2)nc2ccccc2c1=O (centres undefined)	19	2	1	-13	1	9	20	-3	0	-25
CCCCC1(CN2CCCC2=O)C(=O)NC(=O)NC1=O	14	5	-2	-5	1	-9	4	-1	0	2
Cc1sc2ncn(CC(=O)N3CCC4(CC3)OCCO4)c(=O)c2c1C	-19	-6	-3	-7	-3	2	-4	0	3	-1
Cc1ccc(OP(=O)(Nc2cccc(C)c2)Oc2ccc(C)cc2)cc1	20	0	1	5	10	-2	5	4	4	17
CC(=O)Nc1ccccc1C(=O)OCC(=O)c1cccc2ccccc12	8	0	-1	-4	9	2	-22	-1	0	8
S=P(NC1CCCCC1)(N1CC1)N1CC1	3	6	-1	3	-5	3	1	2	0	18
COC(=O)C1CN(C#N)N(c2ccc(Cl)cc2)C12c1ccccc1-c1ccccc12 (centres undefined)	-95	-6	-2	46*	-95*	5	18	5	.	112*
CCCNC(=O)c1c(N)n(Cc2ccc3c(c2)OCO3)c2nc3ccccc3nc12	.	-1	0	1	.	6	14	0	1	29
COc1cccc(N2CCN(Cc3ccc(Cl)cc3)CC2)c1	-4	3	-3	4	-8	1	0	-3	8	2
CNC(=O)Oc1cccc(-c2cn3cc(Cl)ccc3n2)c1	25	1	.	-5	29	1	9	49*	19	?
COc1ccc2[nH]cc(CCNCc3cccnc3)c2c1	-2	-1	0	0	-1	-2	-4	0	0	-17
O=C1NC(=O)N(Cc2ccccc2)C(=O)/C1=C/c1cnn(-c2ccccc2)c1	.	3	4	4	.	.	-26	3	0	-19
CCCC1(CCC)C(=O)NC(=Nc2ccc(C)cc2)NC1=O	-12	-2	-2	-1	0	.	-6	-2	-3	-14
COc1ccc(C2=NCc3nnc(C)n3-c3ccc(Cl)cc32)cc1Cl	12	2	0	7	4	-42	-12	2	7	6
CC(=NCCN1CCOCC1)c1c(O)n(C2CCCCC2)c(=O)[nH]c1=O	-1	3	3	3	0	8	-7	10	0	24
OCC1(CO)COC(c2cccnc2)N1 (centres undefined)	66*	1	-1	-1	18	-5	-41	-1	4	15
Cc1cc(C)[n+](CCCC[n+]2c(C)cc(C)cc2C)c(C)c1	-5	-1	-1	.	-3	-9	.	.	5	12
CN1C[C@H](CO)C=C2c3cccc4[nH]cc(c34)C[C@H]21	-1	1	2	-1	1	19	-45	5	3	-4
CC(C)(C)c1cc([N+](=O)[O-])cc(C(C)(C)C)c1O	2	2	-4	0	-3	.	-1	-3	-4	1
CCCCCn1c(=O)c(C(=O)Nc2cnccn2)c(O)c2ccccc21	2	1	5	-2	-5	-4	-9	-1	0	98*
COC(=O)c1ccc(N2CCN(C)CC2)c([N+](=O)[O-])c1	-5	1	-2	-2	-2	4	-3	4	-2	7
COc1ccc(/C=C2\C(=O)NC(=O)N(Cc3ccccc3)C2=O)c(OC)c1OC	-29	0	0	4	-12	-9	5	3	5	27
CCCC/C(=N\O)c1c[nH]c2ccccc12	7	0	-3	8	18	0	1	4	1	-11
O=C1CC[C@@]2(O)[C@H]3Cc4ccc(O)c5c4[C@@]2(CCN3CC2CC2)[C@H]1O5	-6	1	1	-16	6	9	-25	-2	0	-13
CN1CCN(C(=O)OC2c3nccnc3C(=O)N2c2ccc(Cl)cn2)CC1 (centres undefined)	-5	2	-6	-8	3	.	-10	-1	-1	-4
CCc1ccc(OCC(=O)N2CCN(Cc3ccc4c(c3)OCO4)CC2)cc1	4	4	1	1	1	-1	6	8	2	-10
COC(=O)C1=C(c2cc3ccccc3o2)C[C@@H]2CC[C@H]1N2C(=O)N1CCC(O)CC1	9	0	0	.	6	-13	.	.	0	27
CCN(CC)P(=O)(Oc1ccccc1)Oc1ccccc1	-2	3	1	-2	-2	5	-5	11	-2	10
CC1N(O)C2CCCCCC2N1O (centres undefined)	8	-1	2	-8	-3	3	-34	-1	0	-1
C[C@H](NC(=O)N1C[C@H]2C[C@@H](C1)c1cccc(=O)n1C2)C(=O)Nc1ccc(F)c(F)c1	10	1	-1	0	5	2	-11	-5	-1	15
O=c1[nH]c(=S)n(-c2ccc(Cl)cc2)c(O)c1C=Nc1ccc(N2CCOCC2)cc1	-7	-1	.	-2	-4	-4	-8	5	-2	13
CCOC(=O)CNC(=O)CNC(=O)C(Cc1ccc(N(CCCl)CCCl)cc1)NC(C)=O (centres undefined)	8	6	-2	-5	-1	.	-24	3	0	14
O=c1[nH]c(=O)n(Cc2ccccc2Cl)c(O)c1C=Nc1ccc(F)cc1	-30	-3	1	2	-9	-1	-15	3	1	-14
CC(=O)C1(c2ccccc2)CCNCC1	2	3	-3	-4	1	0	-17	0	4	19
CCC(C)n1c(O)c(C(c2ccccn2)c2c(O)n(C(C)CC)c(=S)[nH]c2=O)c(=O)[nH]c1=S (centres undefined)	12	-3	0	0	1	4	-34	1	-7	20
Cc1c(CC(=O)N2C[C@H]3C[C@@H](C2)c2cccc(=O)n2C3)c(=O)oc2cc(O)c(Cl)cc12	-16	-1	0	2	-5	4	-26	-3	1	-2
COc1cc2c(cc1O)C[C@H]1NCCc3cc4c(c-2c31)OCO4	6	-46	23	-5	-1	72*	-20	6	0	44
O=C1CC(=O)N(c2ccccc2F)C(=O)N1	-10	0	-5	-3	-11	1	-30	3	-3	15
COC(=O)C1=C(c2ccccc2)C[C@@H]2CC[C@H]1N2C(=O)NCc1ccco1	10	0	-3	.	8	12	.	.	-7	31
Cc1cccc(OCC(=O)N2CCN(Cc3ccc4c(c3)OCO4)CC2)c1	46	1	2	0	12	27	-27	-5	17	-3
Cc1cccc(N2C(=O)NC(=O)/C(=C/c3ccc(N4CCOCC4)cc3)C2=O)c1	-4	1	-6	-8	-9	1	-20	0	-1	15
CN1C(=O)C(O)N=C(c2ccccc2)c2ccccc21 (centres undefined)	-6	-1	-3	8	-9	-4	-11	3	-4	9
Cc1cc(N(CCCl)CCCl)ccc1/C=N/N=C(\N)c1cnccn1	8	-3	-1	.	5	-1	.	.	-5	-74
CCc1ccc(OCCCN=C(C)c2c(O)n(C)c(=O)n(C)c2=O)cc1	33	1	-1	2	15	8	-18	1	.	8
COc1cccc(CCNCc2cccc(C(F)(F)F)c2)c1	-12	3	1	4	-8	-6	-12	-1	-3	1
CCCCn1c(=O)c(C(=O)Nc2ccsc2C(=O)OC)c(O)c2ccccc21	-10	0	-3	5	6	-7	-37	1	-8	-31
COc1ccccc1-n1c(-c2ccc(C)cc2)nc2ccccc2c1=O	10	-1	.	-15	4	-1	-6	-2	-10	-60
O=C(c1ccc(Cl)cc1)C12CN3CN(CN(C3)C1)C2	33	5	-2	-2	3	4	-1	3	-40	-21
O=c1[nH]c(=O)n(Cc2ccc(F)cc2)c(O)c1C=NCCCn1ccnc1	8	1	3	-2	1	-3	-5	-4	1	1
CCCc1cc(=O)oc2cc(OCC(=O)N3CCC(C(=O)O)(c4ccccc4)CC3)ccc12	3	6	-2	-10	-6	10	-9	0	-2	15
CC[N+](C)(CC)CCCCOc1ccc2c(c1)C(=O)c1cc(OCCCC[N+](C)(CC)CC)ccc1-2	5	2	-16	-6	-4	3	-40	1	22	-19
CCCCN1CCC(O)(c2ccccc2)C(C(=O)c2ccccc2)C1 (centres undefined)	-6	-4	-1	0	-4	3	-5	-1	0	-15
CN(CC#CCN1CCCC1)C(=O)c1cccc(Cl)c1	-11	-5	-2	.	-2	44	.	.	0	3
O=c1[nH]c(=O)n(CCC2=CCCCC2)c(O)c1C=NCCN1CCNCC1	12	1	4	0	-2	-3	-2	1	0	-3
Cc1ccc(-n2c(O)c(C=Nc3ccccc3N)c(=O)[nH]c2=O)cc1C	5	-10	1	4	-11	-7	-51	4	-7	-16
CCCCn1c(O)c(C(CC)=Nc2ccc(OCC)cc2)c(=O)[nH]c1=O	-6	-10	-1	10	-10	-10	-9	3	-2	-1
c1ccc(CCNC2CCCCCC2)cc1	-1	3	-1	-2	-6	-3	-222	-2	-6	1

Later entries.
SMILES	HSF1 activator	GSK3B inh	GSK3A inh	IEC-6 tox	HSF1 inhib	Dyrk1A ADPGlo	KLF5 inhibitor	HSP90 refold inh	Platelet DG rel	aSyn 5UTR inh
O=P(C(Cl)Cl)(N1CCOCC1)N1CCOCC1	34	2	0	-8	-2	-2	-6	-3	-1	-4
CN(C)CC1CSCCC1(O)c1ccc(C(F)(F)F)cc1 (centres undefined)	1	1	-2	-10	-7	-2	-25	-5	12	-13
CCCN1CCC[C@@H]2Cc3[nH]ncc3C[C@H]21	-18	1	0	.	-14	-3	.	.	-1	2
CCOc1ccc(N2C(=O)NC(=O)/C(=C\c3ccccc3[N+](=O)[O-])C2=O)cc1	10	-1	-2	4	-7	-4	-12	4	23	16
CC(C)C[C@H]1C(=O)N2CCCC2[C@]2(O)O[C@](NC(=O)[C@@H]3C=C4c5cccc6[nH]cc(c56)CC4N(C)C3)(C(C)C)C(=O)N12 (some centres undefined)	6	2	3	-2	7	9	9	1	1	14
O=C(CN1CCCCC1)c1ccccc1Cl	5	-1	-2	2	5	4	-38	-2	4	-32
CC1CN(O)C2CCc3nonc3C12O (centres undefined)	0	-3	6	2	-1	6	-8	5	-2	-3
CCN1CCC2(CCNC2)C1 (centres undefined)	-5	-3	0	3	3	3	-3	0	2	4
C[C@@H]1C[C@H]2OC(=O)C3(CO3)[C@H]2[C@H](O)[C@]2(C)C(=O)C3OC3[C@@H]12 (some centres undefined)	28	2	-4	.	8	.	.	.	-2	-63
O=c1[nH]c(=O)n(C2CCCCC2)c(O)c1C1NCCc2ccccc21 (centres undefined)	.	5	2	2	.	8	-8	8	.	.
O=c1c2ccccc2nc(-c2ccc(Cl)cc2Cl)n1-c1nccs1	1	-1	-1	-7	-1	3	4	-4	1	11
COc1ccc(P2(=O)Nc3ccccc3N2)cc1	30	-2	-1	11	14	2	-157	12	-1	-139
O=P1(Oc2ccccc2)OCCCS1 (centres undefined)	-6	2	-1	3	-8	1	-7	5	-1	-22
COc1cccc(NC2=NCCCS2)c1	-6	2	0	-10	-2	10	-18	5	-3	-9
Cc1c(C=O)c2ccccc2n1Cc1ccc([N+](=O)[O-])cc1	-3	-1	-1	14	3	1	1	4	-1	33

Screening data deposited in PubChem by several laboratories.

Some of the compounds tested, so the mix of outcomes need not match the whole.
